# S100A4 inh HTS – S100A4-myosin IIA interaction inhibition; P26447; S100A4/TAMRA-MyoIIA peptide fluorescence polarization; inhibition, % at 10.7 µM; hit rate 0.14% among 360,000; AID 652163;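 active means mean inhibition of at least 70% across replicates, with every replicate also reaching that level; inconclusive means mean inhibition reaches 70% but some replicates fall short; inactive means mean inhibition below 70%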
# Target sequence (P26447 whole entry, looked up): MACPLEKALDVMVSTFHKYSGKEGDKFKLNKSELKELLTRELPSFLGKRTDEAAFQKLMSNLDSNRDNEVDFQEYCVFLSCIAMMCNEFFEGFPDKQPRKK
#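 Material: S100A4 monomer (human). Medium: Calcium-containing HEPES buffer, pH 7.2. Probe or stimulus: labelled myosin peptide probe, 5 nM. Compound dosing: one concentration per compound. Timing: polarization read 5 min after assay mix addition, stable 5–60 min. Benchmarks: DMSO as neutral control, TFP as positive control.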
# Casp6 inh – blocks human caspase-6 cleavage activity. AID 686996. hit rate 0.53% among 350,000. P55212. inhibition, % at 12.5 µM. purified caspase-6, Z-VEID-R110 cleavage fluorescence;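 active means mean inhibition across replicates at least about 35%, with every replicate also reaching that limit, limit read from the data; inconclusive means only one of the two criteria met; inactive means neither criterion met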;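 further: 0% = median of neutral control wells and 100% = no fluorescence left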
# Target sequence (P55212 24-179 limits assumed): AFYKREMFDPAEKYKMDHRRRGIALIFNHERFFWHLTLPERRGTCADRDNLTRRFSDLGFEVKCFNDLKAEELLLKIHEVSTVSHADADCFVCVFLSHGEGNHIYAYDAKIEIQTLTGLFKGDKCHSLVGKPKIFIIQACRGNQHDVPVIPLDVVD
# Target sequence (P55212 194-293 limits assumed): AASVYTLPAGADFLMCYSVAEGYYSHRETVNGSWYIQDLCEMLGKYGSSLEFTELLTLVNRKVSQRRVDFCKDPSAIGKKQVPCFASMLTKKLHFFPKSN
# FN deposition inh – fibronectin deposition inhibition; AH1F fibroblasts, Alexa488-fibronectin deposition fluorescence, overnight; inhibition, % at 12.6 µM; hit rate 0.086% among 350,000; AID 743247;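 active means mean inhibition across replicates of 30% or more, regardless of how many single replicates reach that level; inconclusive means mean under 30% yet at least half of replicates reach 30%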;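 further: positive control wells lacked labelled fibronectin entirely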
#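 Schedule: 1 h cell adhesion before compound, then overnight fibronectin incubation; test system: AH1F fibroblast monolayer depositing Alexa488-labelled fibronectin into matrix; quantity: 10000 AH1F cells per well; probe or stimulus: fluorescent fibronectin at 24 nM final; signal: fluorescence, ex 485 nm, em 525 nm; evaluation: percent inhibition as loss of matrix-bound fibronectin fluorescence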
# LGR2 inh – inhibitors of bursicon-induced Drosophila LGR2 receptor cAMP signaling; HEK293 LGR2, CRE-luciferase, bursicon-stimulated, 4 h; inhibition, % at 9.99 µM; hit rate 0.35% among 380,000;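 active means drop in luminescence signal, shown as inhibition above about 50% in the replicate tests, limit read from the data, passing the limit was not always enough; inconclusive means probably only some replicates passing the limit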;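 further: agonist challenge used bursicon conditioned medium at about half maximal strength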
# Statin myotox sup – protects C2C12 myotubes from simvastatin toxicity. rescue of ATP level, % at 7.49 µM. hit rate 0.78% among 330,000. AID 602340. ATP luminescence, 48 h; scaled: DMSO 0, geranylgeraniol control 100;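 active means mean ATP rescue above about 67%, or every replicate alone reaching that limit, limit read from the data, passing the limit was not always enough; inconclusive means no clear call, values can overlap the other calls; inactive means mean under the limit and some replicate under it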;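 further: myotubes were challenged with 10 µM simvastatin during compound exposure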
# SIRT5 block – blocks human SIRT5 desuccinylation of peptide. Q9NXA8. Purified SirT5, succinyl-peptide AMC, trypsin-coupled fluorescence. inhibition, % at 15 µM. hit rate 1.1% among 330,000; in the data active means inhibition above about 15%; inconclusive means no clear call, values can overlap the other calls
# Target sequence (Q9NXA8 whole entry, looked up): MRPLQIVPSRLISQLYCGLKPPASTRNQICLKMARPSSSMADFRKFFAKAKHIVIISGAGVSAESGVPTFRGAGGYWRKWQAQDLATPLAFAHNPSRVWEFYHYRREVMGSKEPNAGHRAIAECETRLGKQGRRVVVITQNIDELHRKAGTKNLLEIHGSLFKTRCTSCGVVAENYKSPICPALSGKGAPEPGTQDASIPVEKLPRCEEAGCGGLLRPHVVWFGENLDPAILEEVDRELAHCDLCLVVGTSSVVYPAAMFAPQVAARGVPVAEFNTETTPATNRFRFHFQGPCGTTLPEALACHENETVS
# esBAF inh – blocks esBAF chromatin remodeling in mouse ES cells. AID 602393. hit rate 2% among 350,000. Bmi1-luciferase knock-in reporter, 24 h; 100% = twice the neutral-well signal. reporter increase, % at 12.5 µM; in the data active means activation above about 40%; inconclusive means no clear call, values can overlap the other calls;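 further: 0% = median of the plate's neutral control wells and 100% = double that signal; a rise in the Bmi1 reporter signal indicates esBAF inhibition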
# * marks the source's active call; other numbers are inactive results; ? = inconclusive; . = no result given; & = joins results of further samples.
no.	smiles	FN deposition inh	Statin myotox sup	Casp6 inh	esBAF inh	SIRT5 block	S100A4 inh HTS	LGR2 inh
1	COc1ccc(CCC(=O)N2c3ccccc3N=C(c3ccc(C(F)(F)F)cc3)C2C(=O)NC(C)C)cc1 (configuration not stated)	-4	.	3	.	.	21	-105
2	CCCCN(C)c1ccc([N+](=O)[O-])cc1	7	.	-2	.	-5	1	-15
3	C[C@@H]1CN([C@H](C)CO)C(=O)c2c(c3ccccc3n2C)-c2ccccc2CO[C@H]1CN(C)S(=O)(=O)c1cccs1	-4	6	1	-6	-1	3	-17
4	Cc1c(NC(=O)c2cccc(S(=O)(=O)N(C)c3ccccc3)c2)c(=O)n(-c2ccccc2)n1C	-2	11	1	-4	0	-13	-3
5	Cc1cc(S(=O)(=O)NC2CCCC2)ccc1-n1cnnn1	5	5	-4	0	1	-1	-1
6	COc1cccc2c(=S)c(CCC(C)=O)c(C)[nH]c12	-6	.	8	.	-3	2	-18
7	COc1ccc(Cl)cc1N1Cc2ccccc2C1	-3	9	.	-8	.	.	.
8	CC(C)C[C@H](NC(=O)c1nc[nH]c1C(=O)NC1CCNCC1)C(=O)OCc1ccccc1	-19	5	5	3	-9	4	.
9	C[C@H](CO)N1C[C@H](C)[C@H](CN(C)C(=O)Nc2ccc(C(F)(F)F)cc2)Oc2c(NC(=O)c3ccc(-c4nccs4)cc3)cccc2C1=O	7	5	0	0	6	3	-6
10	COc1ccc(-c2noc(CN(Cc3nccn3C)C(C)C)n2)cc1	3	7	4	-3	-1	4	19
11	CCc1noc(C)c1C(=O)OCC(=O)Nc1cccc(C)c1	.	8	-1	4	-11	-2	-4
12	COc1ccc(S(=O)(=O)N2CCCC2CNC(=O)C(=O)Nc2ccc(F)cc2)cc1 (configuration not stated)	4	.	1	.	-3	0	-14
13	C[C@H]1CN([C@@H](C)CO)C(=O)c2c(c3ccccc3n2C)-c2ccccc2CO[C@H]1CN(C)Cc1ccc(Cl)c(Cl)c1	0	.	-3	.	-12	-1	-4
14	O=C(O)C[C@H]1CC[C@@H](NC(=O)Nc2ccccc2)[C@H](CO)O1	1	-7	-6	0	3	-58	9
15	Nc1nc(CCl)nc(N(c2ccccc2)c2ccccc2)n1	15	.	1	.	-2	-12	0
16	Cc1cc2c(=O)n(C)c(SCC(=O)Nc3ccccc3C)nc2s1	-3	12	-3	-2	-3	-2	-1
17	N#Cc1ccc(-c2ccc([C@@H]3[C@@H](CO)N4C(=O)CN(C(=O)C5CCCCC5)C[C@H]34)cc2)cc1	.	.	0	.	-4	7	3
18	COc1cccc(C(=O)NCc2ccco2)c1	0	6	3	1	-4	-4	-1
19	CC(/C=C/C1(O)C(C)CC(=O)CC1(C)C)OC1OC(CO)C(O)C(O)C1O (configuration not stated)	.	-7	4	-4	-3	2	-2
20	C[C@H]1CN([C@@H](C)CO)C(=O)c2cccc(NC(=O)C3CCOCC3)c2O[C@H]1CN(C)C(=O)NC1CCCCC1	3	14	-2	0	1	11	13
21	Cc1ccccc1NC(=O)c1cnn(-c2ccccc2)c1C	-3	-11	3	75*	2	-7	-44
22	COc1cccc(C(C(=O)NC(C)(C)C)N(CCc2ccccc2)C(=O)CCC(=O)Nc2cc(C)on2)c1OC (configuration not stated)	2	10	9	0	1	3	-6
23	CCN(CC)S(=O)(=O)c1cc(C(=O)Oc2cccc(-c3cnc4ccccc4n3)c2)ccc1Br	.	-2	.	27	.	.	-55
24	COc1ccc2[nH]c3c(c2c1)CCC/C3=N\N	2	.	-4	.	-1	0	12
25	Cn1nnc2cc(NC(=O)N3CCN(c4ccccn4)CC3)ccc21	-1	-5	1	-4	.	1	-3
26	CCc1nc(N)nc(N)c1-c1ccc(Cl)c([N+](=O)[O-])c1	4	.	0	.	-5	11	22
27	Cc1cc(NC(=O)CCC(=O)N(Cc2ccco2)C(C(=O)NC2CCCC2)c2ccccc2)no1 (configuration not stated)	0	61	3	4	-6	-7	-12
28	COc1ccccc1NC(=O)N(C)C[C@H]1Oc2ncc(Br)cc2C(=O)N([C@@H](C)CO)C[C@H]1C	.	11	0	4	-1	10	11
29	CCN(CC(=O)Nc1ccc2c(c1)OCCO2)CC(=O)Nc1ccc(C)c(S(=O)(=O)N(C)C)c1	-13	4	-1	25	-2	-3	18
30	CCS(=O)(=O)c1ccc2oc(=O)c(/C=C(\O)c3ccc(Cl)cc3)nc2c1	-8	.	4	.	1	6	14

# From compound 1 to 3, as listed above:
no.	smiles	FN deposition inh	Statin myotox sup	Casp6 inh	esBAF inh	SIRT5 block	S100A4 inh HTS	LGR2 inh
1	COc1ccc(CCC(=O)N2c3ccccc3N=C(c3ccc(C(F)(F)F)cc3)C2C(=O)NC(C)C)cc1 (configuration not stated)	-4	.	3	.	.	21	-105
2	CCCCN(C)c1ccc([N+](=O)[O-])cc1	7	.	-2	.	-5	1	-15
3	C[C@@H]1CN([C@H](C)CO)C(=O)c2c(c3ccccc3n2C)-c2ccccc2CO[C@H]1CN(C)S(=O)(=O)c1cccs1	-4	6	1	-6	-1	3	-17

# The list goes on.
no.	smiles	FN deposition inh	Statin myotox sup	Casp6 inh	esBAF inh	SIRT5 block	S100A4 inh HTS	LGR2 inh
31	O=C(C[C@@H]1CC[C@@H]2[C@H](COC[C@H](O)CN2Cc2cccc(C(F)(F)F)c2)O1)NCc1ccncc1	-2	6	1	-4	3	0	3
32	COc1ccc(S(=O)(=O)N2C[C@@H](O)COC[C@@H]3O[C@@H](CC(=O)NCCN4CCCCC4)CC[C@H]32)cc1	7	10	-2	-6	3	3	-5
33	CCCOc1ccc(N2C(=O)CC(S/C(N)=N/N=C(\C)c3cccs3)C2=O)cc1 (configuration not stated)	.	7	.	-5	.	.	-15
34	COc1ccc(CNC(=O)COc2cc(O)c3c(c2)OC(C)(C)CC3=O)cc1	.	-1	3	9	-2	-3	-6
35	COc1ccc(OCC(=O)NCCC2=CCCCC2)c([N+](=O)[O-])c1	0	.	6	.	3	1	.
36	COc1cc2c(c(OC)c1OC)-c1c(cc(OC)c(OC)c1OC)C[C@](C)(O)[C@@H](C)C2	6	-3	1	1	-3	3	-3
37	Cc1ccc(S(=O)(=O)N2CN(CC3CCCO3)c3nc4ccccc4nc32)c(C)c1 (configuration not stated)	0	15	1	5	1	-12	-7
38	Cc1ccc(Cn2c(C3CCCN3c3nc(-c4cc(Cl)c(N)c(Cl)c4)cs3)nc3cc(Cl)c(Cl)cc32)cc1 (configuration not stated)	6	3	-1	-10	2	-13	1
39	COc1cccc(CNC(=O)[C@@H]2CCCN2C(=O)[C@H]2CCCCN2C(=O)c2c(F)cccc2F)c1	3	.	-4	.	-8	-1	-12
40	COC(=O)c1cn(Cc2ccccc2C)nn1	3	.	-1	.	.	3	.
41	COc1ccc(NC(=O)N(C)C[C@@H]2Oc3ccc(NC(=O)CCCCCC(=O)Nc4ccccc4N)cc3CC(=O)N([C@@H](C)CO)C[C@H]2C)cc1	.	-56	-1	4	10	-2	13
42	CC(C)Cc1nc(N2CCN(C(=O)c3ccco3)CC2)c(C#N)c2c1CCCC2	-3	-18	1	-2	-5	-5	6
43	C[C@H]1CN([C@@H](C)CO)C(=O)CCCn2cc(nn2)CO[C@@H]1CN(C)S(=O)(=O)c1ccccc1C#N	-2&0	-2	2&0	2	-6&-5	5&7	3&-3
44	COc1ccc(-c2cc(CNc3nc(NCc4ccccc4OC)nc4ccsc34)on2)cc1	-10	-89	4	-5	-1	0	-3
45	CCOC(=O)CSc1nc2cc(C(=O)N3CCC(C(N)=O)CC3)ccc2c(=O)n1C1CCCCC1	-9	.	1	.	-6	21	-14
46	Cc1cc(NC(=O)CSc2nc3cc(Cl)ccc3s2)no1	-13	-4	.	-8	.	.	.
47	CCCCNC(=O)C1CCN(c2nc(C)cc(C)n2)CC1	.	.	0	.	.	0	12
48	COC(=O)c1ccc(CNC(=O)/C=C/[C@H]2O[C@@H](n3cc(C)c(=O)[nH]c3=O)C[C@@H]2O)cc1	-7	-3	2	-4	21*	-2	.
49	C[C@H](CO)N1C[C@H](C)[C@@H](CN(C)Cc2ccc(Cl)c(Cl)c2)Oc2ccc(NS(=O)(=O)c3cccs3)cc2CC1=O	.	?	-2	20	11	7	9
50	COCC(=O)N[C@H]1CC[C@H](CC(=O)N2CCCCC2)O[C@@H]1CO	-1	17	-4	-4	1	6	10
51	CC(C)NC(=O)N(C)C[C@H]1OCCCC[C@@H](C)Oc2ccc(NC(=O)C3CCCCC3)cc2C(=O)N([C@H](C)CO)C[C@H]1C	1	.	-3	.	0	1	7
52	Cn1c(=O)c2[nH]c(C3CC3)nc2n(C)c1=O	.	.	-1	.	-2	2	-10
53	C[C@@H]1CN([C@H](C)CO)S(=O)(=O)c2ccc(C#CC3(O)CCCC3)cc2O[C@H]1CN(C)C(=O)Cc1ccncc1	0	2	.	2	-1	-5	12
54	Cc1ccccc1-c1nnc(SCC(=O)N(C)C2CCS(=O)(=O)C2)n1C (configuration not stated)	-8	8	-2	2	4	-2	-9
55	COc1ccccc1-c1ccc2c(c1)O[C@H](CN(C)C(C)=O)[C@H](C)CN([C@@H](C)CO)S2(=O)=O	4	.	1	3	-6	11	8
56	CN(Cc1ccccc1)C(=O)c1ccc2c(c1)NC(=O)C(N1CCOCC1)S2 (configuration not stated)	-8	4	1	13	-2	0	4
57	CCN(CC)CCN(C(=O)c1ccc2ncsc2c1)c1nc2cc3c(cc2s1)OCO3	.	14	-34	55*	1	1	-118
58	C[C@@H]1CN([C@H](C)CO)C(=O)Cc2cc(NS(C)(=O)=O)ccc2O[C@H]1CN(C)S(=O)(=O)c1ccccc1	2	-18	1	2	7	28	-3
59	CCc1cc(CNC(=O)CC2C(=O)NCCN2Cc2ccccc2C(F)(F)F)on1 (configuration not stated)	5	8	2	0	1	-30	-16
60	Cc1cccc(C(=O)NC2C(=O)NNC2c2ccc(Cl)cc2)c1 (configuration not stated)	1	.	7	.	4	-8	-2
61	Cc1nnc(SCC(=O)NC2CCCCC2)[nH]c1=O	5	-7	4	-4	-1	1	8
62	CN(CCN(C)C(C)(C)C)C(=O)C(c1ccccc1)c1ccccc1	3	1	-1	0	7	-1	-3
63	O=C(C1CCC1)N1CCCCN2[C@H](CO)[C@H](c3ccc(-c4ccncc4)cc3)[C@H]2C1	-2	10	-1	1	2	-3	17
64	N#Cc1cnn2c(-c3cccc(C(F)(F)F)c3)ccnc12	-10	2	3	0	-6	0	3
65	Cc1cc(F)ccc1S(=O)(=O)N1CCC2(CC1)OCCN2S(=O)(=O)c1cccs1	0	13	-3	-9	3	2	-8
66	CC1(c2ccc3noc(-c4ccc(Cl)cc4)c3c2)OCCO1	.	8	.	-4	.	.	-1
67	CCc1nc2ccc(C(=O)NCCc3ccccn3)cn2c1N(CC)CCOC	0	5	.	5	-2	9	-7
68	Cn1c(=O)oc2ccc(S(=O)(=O)Nc3ccc(Cl)cc3[N+](=O)[O-])cc21	0	.	-2	.	.	0	11
69	CN1C(=O)c2cc(NC(=O)Nc3ccc(F)cc3)ccc2OC[C@H]2O[C@@H](CC(=O)NC3CCC3)CC[C@@H]21	-13	5	2	1	-9	-1	-1
70	COCC#Cc1ccc2c(c1)O[C@H](CN(C)S(=O)(=O)c1cccc(F)c1)[C@@H](C)CN([C@H](C)CO)S2(=O)=O	-15	-29	-2	7	14	1	?
71	CN(c1ccc(-c2csc(NC(=O)CCCc3nc4ccccc4c(=O)[nH]3)n2)cc1)S(C)(=O)=O	0	2	-4	1	.	-1	.
72	Cc1ccc(NC(=O)c2ccc(C)c(NC3=NC4CS(=O)(=O)CC4S3)c2)cc1C (configuration not stated)	1	0	0	-1	0	1	1

# The list is partial. The share of hits here may be higher or lower than overall.
